# A-T KAP1 phos – qHTS Assay for Identifying a Potential Treatment of Ataxia-Telangiectasia; Potency, µM (highest dose often 57.5 µM), for inactives: at the highest dose activation, usual class: activators; […] A-T fibroblasts, KAP-1 phosphorylation AlphaLISA; neocarzinostatin DNA damage 30 min before lysis; AID 485349, 2010; 320,000 compounds, 0.19% hits; also: potency is read from the fitted curve at half-maximal effect; % of control where 0% means no effect; nearly all actives have a fitted effect of over 45% in size
#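 hTERT-immortalized A-T patient fibroblasts ([…]), 500 cells/well in OPTI-MEM, 1% FBS, got compounds for 60 min, then NCS for 30 min at 37C. Lysates were then assayed for phospho-KAP-1 by AlphaLISA (anti-pKAP1 donor, anti-KAP1 acceptor beads), 6 hr at 25C.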
# B2AR arrestin – qHTS assay of beta-arrestin-biased ligands of beta2-adrenergic receptor; Beta-2 adrenergic receptor (Homo sapiens), P07550; beta-arrestin recruitment to beta2AR, cell-based reporter; Potency, µM (highest dose often 46.1 µM), for inactives: top-dose activation, actives largely listed as activators; 330,000 compounds, 0.02% hits; AID 492947, 2010;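 also: potency is read from the fitted curve at half-maximal effect; 0% = DMSO controls and full agonism = EC100 isoproterenol or metaproterenol; nearly all actives have a fitted effect of over 65% in size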
# Target sequence (P07550 whole entry, looked up): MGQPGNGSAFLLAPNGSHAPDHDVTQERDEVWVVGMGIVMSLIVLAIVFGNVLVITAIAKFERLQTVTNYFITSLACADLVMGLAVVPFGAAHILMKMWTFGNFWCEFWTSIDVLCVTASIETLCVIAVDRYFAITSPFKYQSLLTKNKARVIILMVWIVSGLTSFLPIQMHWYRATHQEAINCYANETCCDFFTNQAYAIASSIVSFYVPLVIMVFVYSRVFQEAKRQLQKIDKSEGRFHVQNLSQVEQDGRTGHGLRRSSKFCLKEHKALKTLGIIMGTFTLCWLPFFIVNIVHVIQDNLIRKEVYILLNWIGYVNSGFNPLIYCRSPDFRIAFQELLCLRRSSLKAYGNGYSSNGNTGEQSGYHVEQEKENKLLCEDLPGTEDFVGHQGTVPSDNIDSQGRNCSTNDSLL
# p53 reactivator – qHTS assay for re-activators of p53 using a Luc reporter. H1299 p53-A138V BP100-luciferase reporter, luminescence, 24 h. Potency, µM (doses to about 92.2 µM), for inactives: at the highest dose activity change, positive = activation, most hits filed as activators. AID 504706, 2011. 320,000 compounds, 0.063% hits; also: potency is read from the fitted curve at half-maximal effect; % of control where 0% means no effect; nearly all actives have a fitted effect of over 45% in size
#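 H1299 (p53-null), stable ts p53-A138V + BP100-Luc; 1000 cells/well, Opti-MEM/10% FBS; cpd 4 pt, 1:5; 24 h, 37 deg C, 5% CO2; detection reagent 10 min RT; luminescence.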
# ELG1 repair inh – qHTS screen for small molecules that inhibit ELG1-dependent DNA repair in human embryonic kidney (HEK293T) cells expressing luciferase-tagged ELG1; HEK293T ELG1-luciferase reporter, luminescence, 16 h; DNA damage induced by 5-fluorouridine; Potency, µM (top dose mostly 46.1 µM), inactives show at the top dose activity change, negative = inhibition, usual class: inhibitors; 330,000 compounds, 2.3% hits; AID 504467, 2011; also: potency is read from the fitted curve at half-maximal effect; % is scaled to controls: 0 for no effect and ±100 for the full control effect; nearly all actives have a fitted effect of over 55% in size
#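 Luminescence from the luciferase reporter, measured 30 min after ONE-Glo reagent at room temperature, was the read-out. Beforehand, 2,000 cells per well were exposed for 16 hr at 37 °C to 5-fluorouridine together with compound or vehicle.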
# BRCA1 expr act – qHTS Assay to Identify Small Molecule Activators of BRCA1 Expression; 380,000 compounds, 1.1% hits; AID 624202, 2012; Potency, µM (top dose mostly 46.1 µM), for the others: top-dose activation, most hits filed as activators; MCF7-BRCA1-FFLuc reporter, luminescence, 48 h; response scale: scaled: vehicle 0%, 10 µM genistein 100%; also: potency is read from the fitted curve at half-maximal effect; nearly all actives have a fitted effect of over 80% in size; some results filed as inactive show a strong effect at the top dose
#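 MCF7 cells carrying a BRCA1-firefly luciferase reporter (2000 cells/well, phenol-red free MEM) were attached for 2 h at 37 °C, then given compounds for 48 h. Luminescence was read 15 min after luciferase reagent; activity normalized to genistein (10 microM) and DMSO.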
# TCR act – Activators of T cell receptors: qHTS campaign. primary human leukocytes, anti-CD3, IL-2 HTRF, 48 h. Potency, µM (series often up to 9.22 µM), inactives show at the top dose activation of IL-2 secretion, usual class: activators. 330,000 tested, under 10 active; also: % of control where 0% means no effect
#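 Primary human leukocytes were stimulated with a-CD3 beads plus compounds for 48 hr without co-stimulation; secreted IL-2 was quantified by HTRF using a-IL-2-K (europium cryptate) and a-IL-2-d2, excited at 320nm with acceptor emission read at 665nm.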
# TRPV1 ag – HTS Assay for Compounds that Act as Agonists of the Vanilloid Receptor 1; activation, % at 8.33 µM; TRPV1-expressing cells, Fluo-8 calcium influx, agonist mode; 320,000 compounds, 0.19% hits; AID 540275, 2011; Transient receptor potential cation channel subfamily V member 1 (Homo sapiens), Q8NER1; in the data active = activation above about 80%; inconclusive = between about 30% and that limit; also: 0% is about no effect
#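 TRPV1-expressing cells were cultured overnight at 35.5C and loaded with Fluo-8 calcium dye for 40 to 90 min at room temperature. After a 10 s baseline, compound was added and calcium influx was read kinetically for 3 min (ex 480/em 520 nm).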
# MLL CXXC-DNA inh – qHTS Fluorescence Polarization Assay for Inhibitors of MLL CXXC domain - DNA interaction; Histone-lysine N-methyltransferase 2A (Homo sapiens), Q03164; MLL-CXXC / FITC-HOXA9 DNA fluorescence polarization; Potency, µM (highest dose often 115 µM), for the others: at the highest dose activity change, negative = inhibition, hits mostly inhibitors; 290,000 compounds, 0.037% hits; AID 2662, 2010; active = well fitted inhibition curve with a large enough effect in the polarisation, with a control signal flat, not every such curve was filed as active; inconclusive = small, poorly fitted or top-dose-only effect, or effect the other way, or a change in a side signal; inactive = no such curve, though single readings can be large or run the other way; the % refers to the polarisation; also: potency is read from the fitted curve at half-maximal effect
#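 Fluorescence polarization: 7 uM MLL-CXXC (stock) preincubated 5 min with compounds, then 50 nM fluorescein-HOX-A9 DNA (stock) added; 30 min ambient. Buffer 50 mM Tris-HCl pH 7.5, 50 mM NaCl, 1 mM DTT, 0.05% BSA.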
# a7 integrin act – qHTS for Activators of Integrin-Mediated Alleviation for Muscular Dystrophy. alpha7betagal myoblasts, beta-gal FDG fluorescence, 48 h. Potency, µM (series often up to 38.3 µM), inactives show top-dose activation, usual class: activators. 350,000 compounds, 0.064% hits;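 also: potency is read from the fitted curve at half-maximal effect; 100% = response of the positive control SU9516; nearly all actives have a fitted effect of over 60% in size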
#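 alpha7betagal+/- myoblasts (passage 13, 250/well) treated 48 h at 37C with compounds at 1:260 dilution of DMSO stock. Lysed, then beta-galactosidase activity read as FDG fluorescence (ex 480/em 540) after 30 min, with pre-read for autofluorescence.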
# PTAP TSG101 blk – qHTS Assay for Iinhibitors of HIV-1 Budding by Blocking the Interaction of PTAP/TSG101. Tumor susceptibility gene 101 protein (Homo sapiens), Q99816. Fluorescence polarization, FITC-PTAP peptide / Tsg101 binding. Potency, µM (highest dose often 115 µM), for inactives: top-dose activity change, negative = inhibition, usual class: inhibitors. 340,000 tested, under 10 active; active = well fitted inhibition curve with a large enough effect in the main read-out, with a control signal flat, not every such curve was filed as active; inconclusive = small, poorly fitted or top-dose-only effect, or effect the other way, or a change in a side signal; inactive = no such curve, though single readings can be large or run the other way; also: potency is read from the fitted curve at half-maximal effect; % of control where 0% means no effect
# Target sequence (Q99816 whole entry, looked up): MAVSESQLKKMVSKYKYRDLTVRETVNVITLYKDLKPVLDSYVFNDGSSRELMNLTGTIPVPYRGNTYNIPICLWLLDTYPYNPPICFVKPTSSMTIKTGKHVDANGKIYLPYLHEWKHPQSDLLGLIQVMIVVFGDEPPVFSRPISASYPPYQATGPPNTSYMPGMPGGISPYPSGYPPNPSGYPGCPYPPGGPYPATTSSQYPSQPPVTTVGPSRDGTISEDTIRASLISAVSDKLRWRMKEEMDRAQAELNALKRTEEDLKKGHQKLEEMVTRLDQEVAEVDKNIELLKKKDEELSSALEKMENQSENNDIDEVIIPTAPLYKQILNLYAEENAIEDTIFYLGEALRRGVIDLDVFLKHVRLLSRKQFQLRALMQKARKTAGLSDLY
#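 Fluorescence anisotropy tracks displacement of a FITC-tagged PTAP peptide (50 nM) from the Tsg101 binding domain (10 uM), following a 20 min room-temperature incubation at pH 7.5.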
# An asterisk follows results filed as active; u = inconclusive; x = no result given; & = joins results of further samples; [ ] = dose if it differs, or a comment. Unless noted, calls follow the shape of the dose curve; as a rule, active = well fitted curve in the direction sought with a large enough effect; inconclusive = small, poorly fitted or top-dose-only effect, or another doubt; inactive = no such curve, though single readings can be large; an effect the other way counts as inactive or inconclusive.
# Value order – A-T KAP1 phos | B2AR arrestin | p53 reactivator | ELG1 repair inh | BRCA1 expr act | TCR act | TRPV1 ag | MLL CXXC-DNA inh | a7 integrin act | PTAP TSG101 blk
1	O=C(NNC(=O)C1CCC1)c1ccc(Cl)cc1
 : -2% | -0.2% | 3% | 2% | 34% | 1% | 1 | 12% | 14% | -8%
2	C1=Nc2ccccc2CN1c1ccccc1
 : x | -0.8% | u | u | 7.1µM* | -5%[46.1 µM] | -3 | 13% | 13% | -2%
3	COc1ccccc1-c1noc(CCC(=O)N2CCN(c3cc(C)ccc3C)CC2)n1
 : 7% | -0.4% | 6% | u | 1% | -6%[46.1 µM] | x | x | 7% | -4%
4	COC(=O)c1ccc(/C=N/Nc2nc(-c3ccc(C)cc3)cs2)cc1
 : -2% | -0.1% | -2% | u | 17% | -2%[46.1 µM] | -1 | 5% | 26% | 0%
5	O=S(=O)(Nc1ccc2cn[nH]c2c1)c1ccc(Cl)cc1
 : -3% | -0.4% | 1% | 1% | 2% | -8% | 20 | 15% | -23% | -3%
6	CC(C)Cc1nnc(NC(=O)C2CCN(C(=O)c3ccc(Cl)cc3)CC2)s1
 : 0% | 0.3% | 3% | -9% | -9% | -3% | -2 | x | 17% | -3%
7	O=C(NN1CCOCC1)c1c(-c2ccccc2)sc2ccccc12
 : 0% | -0.1% | 0% | 9% | 1% | 0% | x | x | -8% | -5%
8	Clc1cc(Sc2ccc(Br)cc2)nnc1-c1ccccc1
 : 4% | 0.0% | 2% | -8% | -23% | -5% | 2 | -2% | 0% | 0%
9	O=[N+]([O-])c1ccc(/C=N/N/C(=N/c2ccccn2)c2ccccn2)cc1
 : 2% | -0.7% | 12% | u | u | 0% | 21 | -5% | -6% | -6%
10	CCCC(=O)NC(c1cccs1)c1cc(Cl)c2cccnc2c1O (stereo not given)
 : -5% | 0.2% | u | 5% | -78% | -12% | 4 | -9% | 21% | -2%
11	CCCCOc1ccccc1C(=O)NCCCC(=O)O
 : 18% | 0.4% | -2% | 0% | -3% | -1% | -1 | -13% | -2% | -8%
12	Cc1ccc(C(=O)OCc2nc(N)nc(Nc3ccccc3C)n2)cc1
 : 7% | 0.5% | 6% | 12% | -5% | 6%[46.1 µM] | 10 | 11% | -5% | 3%
13	O=C(COC(=O)c1ccc(O)cc1)Nc1nccs1
 : 2%[11.5 µM] | 0.1% | 7% | u | 24% | 2% | 0 | 1% | 31% | -6%
14	Cn1c(=O)c2c(ncn2CC(COCc2ccc(Cl)cc2)OCc2ccc(Cl)cc2)n(C)c1=O (stereo not given)
 : -2% | -0.2% | 3% | u | -42% | -1% | -4 | -3% | 0% | 1%
15	Cc1noc(/C=C/c2ccco2)c1S(=O)(=O)N1CCC(C(=O)NC(C)c2ccccc2)CC1 (stereo not given)
 : 12% | 0.4% | 10% | u | -20% | -6% | x | 4% | -18% | 1%
16	CCOc1ccccc1N(CC)C(=O)c1nn(C)c2c1CSc1ccccc1-2
 : 0% | 4.5% | -2% | 9.2µM* | -5% | 7% | 19 | 9% | -18% | 0%
17	CCOc1ccc(CNC(=O)C(C)n2nc(C)c3c(C)n(-c4ccccc4)nc3c2=O)cc1 (stereo not given)
 : -7% | 0.2% | -10% | -14% | -20% | 2% | -2 | -3% | -8% | -1%
18	O=C(NC1CC1)c1c[nH]c2ccc(S(=O)(=O)Nc3cccc(C(F)(F)F)c3)cc2c1=O
 : -5% | 0.2% | -4% | -4% | -31% | -1% | 4 | -14% | 11% | -3%
19	CC(=O)Nc1ccc(NC(=O)CN2C(=O)COc3ccc(S(=O)(=O)N4CCOCC4)cc32)cc1
 : 8% | -0.9% | 1% | 14% | 1% | -1% | -1 | 1% | 24% | -2%
20	O=C(OCC(=O)N1CCC(Cc2ccccc2)CC1)c1ccccc1O
 : -2% | -0.9% | u | 0% | 58% | -2% | x | x | -2% | -8%

# The list goes on (2 carried over from the part before).
item	Molecule	A-T KAP1 phos	B2AR arrestin	p53 reactivator	ELG1 repair inh	BRCA1 expr act	TCR act	TRPV1 ag	MLL CXXC-DNA inh	a7 integrin act	PTAP TSG101 blk
19	CC(=O)Nc1ccc(NC(=O)CN2C(=O)COc3ccc(S(=O)(=O)N4CCOCC4)cc32)cc1	8%	-0.9%	1%	14%	1%	-1%	-1	1%	24%	-2%
20	O=C(OCC(=O)N1CCC(Cc2ccccc2)CC1)c1ccccc1O	-2%	-0.9%	u	0%	58%	-2%	x	x	-2%	-8%
21	O=C(Nc1c[nH]c(=O)[nH]c1=O)c1cccc(F)c1	-3%	0.0%	-2%	9%	-5%	-2%	-1	1%	0%	-5%
22	CNC(=O)c1ccc(CNC(=O)OCc2ccccc2)cc1	-5%	-0.3%	-3%	u	4%	0%	1	1%	4%	-1%
23	COc1ccc(OC)c(S(=O)(=O)NC(N)=NCCc2ccccc2OC)c1	5%	-0.1%	-1%	u	x	x	-2	-1%	x	x
24	COc1ccc2c(c1)CCc1c(C(=O)Nc3ccn(Cc4ccc(C)cc4)n3)noc1-2	6%	-0.7%	-11%	u	-24%	7%	1	-12%	-13%	-10%
25	COc1cc2[nH]c(=S)nc(NCc3ccccn3)c2cc1OC	3%	-0.1%	1%	5%	-21%	1%	-3	5%	-7%	-7%
26	CSc1ccccc1NC(=O)NCCCl	2%	0.0%	2%	6%	12%	0%	-1	5%	-14%	-1%
27	O=C(O)c1cccc2c1C(=O)N(C1CCCCC1)C2	7%	-0.5%	6%	5%	-27%	-1%	-2	2%	-4%	-7%
28	CN(Cc1cn(-c2ccccc2)nc1-c1ccc(F)cc1)C(=O)CCC(=O)O	-2%	-0.3%	1%	u	0%	-3%[46.1 µM]	1	8%	-12%	0%
29	C=CC[N+]1(CC=C)CCOCC1	3%	-0.6%	3%	9%	-7%	7%	2	11%	-8%	-6%
30	O=C(C1CCN(Cc2ccccc2)CC1)N1CCN(C/C=C/c2ccccc2)CC1	-1%	-0.2%	10%	-14%	-16%	-1%[46.1 µM]	1	1%	-45%	-3%
31	O=C(Nc1cccc(C(=O)O)c1)/C(=C\c1ccccc1Cl)NC(=O)c1ccco1	-9%	0.4%	-1%	-2%	73%	-4%	1	10%	2%	-1%
32	COc1ccc(N(C)C(=O)c2onc3c2CCCC3)cc1	7%	0.0%	5%	-1%	-1%	0%[46.1 µM]	1	4%	26%	-3%
33	CCn1c(=NC(=O)COc2ccccc2)sc2cccc(F)c21	-15%	0.2%	0%	u	12%	8%	11	7%	6%	-9%
34	CCCCNC(=NCc1cccc(C(F)(F)F)c1)Nc1ccccc1	7%	0.2%	4%	-6%	-94%	1%	19	7%	-62%	0%
35	CCC(=O)NC(c1cc(Cl)c2cccnc2c1O)C1CC1 (stereo not given)	5%&-7%	u	u	u	-50%	3%	0	x	x	-12%
36	CC(C)C[C@@H](COc1ccccc1)N1CCN(CC(C)C)CCC1=O	16%	-1.1%	x	-16%	14%	-4%	21	-2%	-13%	-2%
37	CCOc1ccc(OCC)c(NC(=O)Nc2ccc3c(c2)N(C)C(=O)CS3)c1	5%	0.0%	-6%	u	-63%	0%	-4	2%	2%	9%

# Arranged by the number under a7 integrin act (largest number first): 3 of the compounds above
nr | SMILES | B2AR arrestin | p53 reactivator | TCR act | TRPV1 ag | MLL CXXC-DNA inh | a7 integrin act | PTAP TSG101 blk
37 | CCOc1ccc(OCC)c(NC(=O)Nc2ccc3c(c2)N(C)C(=O)CS3)c1 | 0.0% | -6% | 0% | -4 | 2% | 2% | 9%
36 | CC(C)C[C@@H](COc1ccccc1)N1CCN(CC(C)C)CCC1=O | -1.1% | x | -4% | 21 | -2% | -13% | -2%
26 | CSc1ccccc1NC(=O)NCCCl | 0.0% | 2% | 0% | -1 | 5% | -14% | -1%

# Source: PubChem BioAssay (National Center for Advancing Translational Sciences (NCATS))
